High-throughput results deposited in PubChem BioAssay by National Center for Advancing Translational Sciences (NCATS).
SNCA viab count – GF-AFC viability counterscreen for inhibitors of alpha-synuclein gene (SNCA) expression; Potency, µM (titrated, usually from 57.1 µM), without a hit: top-dose activity change, negative = cytotoxicity, actives largely listed as cytotoxic; 150,000 tested, 0.12% active; AID 1671193, 2021; HEK-293-SNCA-luc viability, GF-AFC fluorescence, 24 h;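 also: potency is read from the fitted curve at half-maximal effect; 0% = DMSO-treated cells and -100% = medium-only wells without cells; nearly all actives have a fitted effect of over 30% in size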
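HEK-293-SNCA-luc cells (1500/well) plated 24 h, then exposed 24 h to a dilution series; GF-AFC added 30 min at 37C, fluorescence 405/540 nm; normalised to medium-only and DMSO wells, Hill fit.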
HEK293 tox – Cytotoxic Profiling in HEK 293 Cell Line of Diverse Libraries Using Quantitative High-Throughput Screening | 94,000 tested, 6.6% active | Potency, µM (doses to about 115 µM), without a hit: at the top dose activity change, negative = cytotoxicity, usual class: inhibitors | HEK 293 viability, ATP luminescence (CellTiter-Glo), 48-72 h | AID 1345083, 2018; also: potency is read from the fitted curve at half-maximal effect; nearly all actives have a fitted effect of over 60% in size
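Viability of HEK 293 cells, plated at 250 cells/well, was judged by cellular ATP after compound treatment for 48 or 72 hr. Luminescence was imaged 10 min after CellTiter-Glo addition at room temperature.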
GPT2 inhibitor – Primary qHTS assay for inhibitors of Glutamate pyruvate transaminase 2 (GPT2). 100,000 tested, 0.25% active. Potency, µM (highest dose often 57.7 µM), inactives show at the highest dose activity change, negative = inhibition, most hits filed as inhibitors. Recombinant GPT2, coupled pyruvate oxidase/HRP Amplex Red fluorescence. Alanine aminotransferase 2 (Homo sapiens), Q8TD30. AID 1671188, 2021; also: potency is read from the fitted curve at half-maximal effect; nearly all actives have a fitted effect of over 60% in size; many of its hits are not listed in these tables
Target sequence (Q8TD30 whole entry, looked up): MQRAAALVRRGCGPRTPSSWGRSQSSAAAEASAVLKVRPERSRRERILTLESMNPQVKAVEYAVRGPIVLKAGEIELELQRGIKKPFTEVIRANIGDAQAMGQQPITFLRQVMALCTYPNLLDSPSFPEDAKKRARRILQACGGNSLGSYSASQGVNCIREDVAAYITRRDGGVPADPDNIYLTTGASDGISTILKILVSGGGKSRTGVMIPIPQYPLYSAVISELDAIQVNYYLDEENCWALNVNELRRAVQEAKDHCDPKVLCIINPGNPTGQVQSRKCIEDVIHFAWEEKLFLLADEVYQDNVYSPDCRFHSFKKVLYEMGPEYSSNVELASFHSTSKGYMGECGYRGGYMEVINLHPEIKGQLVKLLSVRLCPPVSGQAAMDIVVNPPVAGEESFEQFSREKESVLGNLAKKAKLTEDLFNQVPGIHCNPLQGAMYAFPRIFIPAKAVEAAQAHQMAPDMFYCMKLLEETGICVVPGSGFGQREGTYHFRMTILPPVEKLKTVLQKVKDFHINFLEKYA
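GPT2 10ng/uL, a-KG 250uM, L-Ala 2mM, HEPES pH7.5 + 0.0001% Tween; 30 min RT. Then Amplex mix (PO/HRP/ThPP), 30 min RT dark, fluorescence. AOA 50uM used as positive control.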
IP6K1 inhibitor – Primary qHTS assay for small molecule inhibitors of Inositol hexaphosphate kinase 1 (IP6K1); Inositol hexakisphosphate kinase 1 (Homo sapiens), Q92551; IP6K1 kinase, ADP-Glo luminescence, 2 h; hits give low values; activity change, % (series mostly up to about 58 µM); 140,000 tested, 0.81% active; in the data active = activity change below about -25%
Target sequence (Q92551 whole entry, looked up): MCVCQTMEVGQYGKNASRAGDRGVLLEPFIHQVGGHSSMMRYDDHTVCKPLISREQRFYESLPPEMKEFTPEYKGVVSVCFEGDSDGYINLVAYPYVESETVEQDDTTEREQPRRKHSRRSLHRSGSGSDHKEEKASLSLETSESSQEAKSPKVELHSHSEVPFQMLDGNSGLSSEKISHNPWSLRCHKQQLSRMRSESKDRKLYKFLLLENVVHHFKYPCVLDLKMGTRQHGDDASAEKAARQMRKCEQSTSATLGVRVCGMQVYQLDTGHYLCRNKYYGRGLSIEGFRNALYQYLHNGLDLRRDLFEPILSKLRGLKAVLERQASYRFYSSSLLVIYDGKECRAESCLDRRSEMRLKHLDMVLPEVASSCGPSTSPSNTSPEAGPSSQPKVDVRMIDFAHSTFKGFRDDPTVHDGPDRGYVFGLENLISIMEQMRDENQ
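ADP-Glo luminescence measures ADP made by human IP6K1 during a 2 h RT reaction with ATP/IP6 (mix at 1.3 mM/130 uM); top library doses 57.5 and 19.1 uM final.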
Luciferase inh – Firefly luciferase inhibition profiling of diverse chemical library using quantitative high-throughput screening; AID 1347043, 2019; Potency, µM (top dose mostly 115 µM), without a hit: at the highest dose activity change, negative = inhibition, hits mostly inhibitors; Luciferin 4-monooxygenase (Photinus pyralis), P08659; purified P. pyralis luciferase, luminescence, biochemical; 76,000 tested, 2.5% active; also: potency is read from the fitted curve at half-maximal effect; nearly all actives have a fitted effect of over 65% in size
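Inhibitors were tested against purified firefly luciferase in a biochemical, low-substrate format (both substrates at 10uM) and luminescence measured with a CCD imager.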
SNCA expr inhib – Primary qHTS assay for inhibitors of alpha-synuclein gene (SNCA) expression. HEK-293 SNCA-luciferase knock-in, luminescence, 24 h. Potency, µM (top dose mostly 57.2 µM), without a hit: top-dose activity change, negative = inhibition, usual class: inhibitors. 140,000 tested, 0.17% active. AID 1671194, 2021;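 also: potency is read from the fitted curve at half-maximal effect; plate controls were DMSO cells for no effect and cell-free wells for full effect; nearly all actives have a fitted effect of over 45% in size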
3T3 cytotox – Cytotoxic Profiling in NIH 3T3 Cell Line of Diverse Libraries Using Quantitative High-Throughput Screening; NIH 3T3 viability, CellTiter-Glo ATP luminescence, 48-72 h; Potency, µM (series often up to 96.7 µM), for inactives: at the highest dose activity change, negative = cytotoxicity, actives largely listed as inhibitors; 94,000 tested, 4.3% active; also: potency is read from the fitted curve at half-maximal effect; nearly all actives have a fitted effect of over 55% in size
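Mouse fibroblast NIH 3T3 cells, 400 per well, received compound via pintool and were incubated for 48 or 72 hr prior to CellTiter-Glo ATP luminescence measurement.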
An asterisk follows results filed as active; i = inactive; ? = inconclusive; · = no result given; [ ] = dose if it differs, or a comment. Unless noted, calls follow the shape of the dose curve; as a rule, active = well fitted curve in the direction sought with a large enough effect; inconclusive = small, poorly fitted or top-dose-only effect, or another doubt; inactive = no such curve, though single readings can be large; an effect the other way counts as inactive or inconclusive. Unless noted, % is scaled to controls: 0 for no effect and ±100 for the full control effect. This is a random part of the collection; any-hit rate near 7.8%.

Second line of a record: SNCA viab count | HEK293 tox | GPT2 inhibitor | IP6K1 inhibitor | Luciferase inh | SNCA expr inhib | 3T3 cytotox
> COc1ccc(CCNC(=O)C(C)n2nc(C)c3sc4ccccc4c3c2=O)c(OC)c1 (centres undefined)
 : 17% | · | · | 0 | · | -6% | ·
> CCCCn1cc(S(=O)(=O)c2ccc(OC)cc2)c(=O)c2cc(F)c(N3CCCC3)cc21
 : -2% | · | · | 13 | · | -6% | ·
> CCc1cccc(NC(=O)C2CCCN2S(=O)(=O)c2ccc3c(c2)n(C)c(=O)c(=O)n3C)c1 (centres undefined)
 : 4% | · | · | -6 | · | 39%[activator] | ·
> COc1cc(-c2cc3c(nc2-c2ccccc2)nc(C(=O)NCCN(C)C)n3C)ccn1
 : -12%[87.6 µM] | ? | -24%[88.5 µM] | 10 | -12%[172 µM] | 18%[87.6 µM] | ?
> COc1ccc(OC)c(CCNC(=O)c2c(C)nn(-c3ccc(F)cc3)c2-n2cccc2)c1
 : -9% | · | · | 5 | · | -41% | ·
> CCN1CCN(c2ccc(-c3nc(CCCc4ccccc4)no3)cn2)CC1
 : 9% | ? | -24% | -5 | ? | 72%[activator] | ?
> CCCN1C(=O)CCc2cc(NC(=O)c3ccn(CC)n3)ccc21
 : 4% | -28% | -1% | 22 | ? | 30%[activator] | -21%
> O=C(CCC1CCN(C(=O)c2cc(C3CC3)[nH]n2)CC1)N1CCC(Cc2ccccc2)CC1
 : -4% | ? | -2% | 18 | -26% | 0% | ?
> CCOC(=O)c1sc(N2C(=O)c3oc4ccc(F)cc4c(=O)c3C2c2ccc(O)cc2)nc1C (centres undefined)
 : -1% | · | · | -9 | · | 24% | ·
> CCCCc1nn2c(=O)cc(COC(=O)c3cccc(OC)c3)nc2s1
 : 5% | · | · | -13 | · | 37%[activator] | ·
> COc1ccc(CNC(=O)c2cnn3c(C)c(Cc4c(F)cccc4Cl)c(C)nc23)cc1
 : 2% | · | · | 20 | · | 10% | ·
> C[S+](=O)([O-])N1CC2(CCN(Cc3cccnc3)C2)Cc2ccccc21 (centres undefined)
 : -14% | -22% | 3% | -10 | · | -10% | -6%
> CC(C)c1ccc(C2c3c(-c4ccccc4O)n[nH]c3C(=O)N2Cc2ccncc2)cc1 (centres undefined)
 : ? | · | · | 5 | · | ? | ·
> O=C(C1CCCN(Cc2cccc(-c3cccs3)c2)C1)N1CCOCC1 (centres undefined)
 : 4% | ? | i | -9 | · | 16% | -24%
> O=C(O)CCC(=O)N1Cc2ccccc2CC2(CCCN2CC2CCCCC2)C1 (centres undefined)
 : 5% | i | 4% | 0 | · | -2% | i
> CN(C)c1ccc(CN2CC(Oc3ccc4c(c3)OCO4)C2)cc1
 : 2% | -18% | -10% | -5 | · | 20% | ?
> CCOC(=O)c1ccc(NC(=O)CC2Sc3ccc(C(F)(F)F)cc3NC2=O)cc1 (centres undefined)
 : -2% | · | · | 1 | · | -17% | ·
> COCCn1c(=O)c2c(n1Cc1ccccc1)CN(C(=O)CCc1ccccn1)CC2
 : 7%[87.6 µM] | -8%[172 µM] | i | 24 | -4%[172 µM] | 11%[87.6 µM] | ?
> CCOc1ccc(CNC(=O)C2CCN(C(=O)N3CC(CC)Oc4ccc(C)cc43)CC2)cc1OC (centres undefined)
 : -29% | · | · | 12 | · | -13% | ·
> C[C@]1(CO)[C@H]2Cc3sc(NC(=O)c4cccc(F)c4)nc3[C@@H](CC(=O)N3CCCCC3)[C@]2(C)CC[C@H]1O
 : 4% | ? | i | -3 | 1% | -14% | -22%
> COC(=O)c1cc2occc2n1CC(=O)Nc1ccc(C)cc1Cl
 : 1% | · | · | 4 | · | 11% | ·
> CNc1cc(C2CC(Nc3nc(N)nc(C)c3Cl)C2)nc(COC)n1 (centres undefined)
 : -1% | -22% | ? | 13 | -6% | 1% | -5%
> Clc1cccc(-n2cc(-c3ccccc3)c3c(N4CCCCC4)ncnc32)c1
 : 6% | · | · | 28 | · | 1% | ·
> CN(C)c1ncnc2sc3c(c12)CCN(S(=O)(=O)c1ccccc1)C3
 : -3% | ? | 3% | -11 | 6% | -14% | ?
> COCC(=O)N1CCC(Oc2nccnc2N(C)C)C1 (centres undefined)
 : 5% | -6% | 3% | 11 | 0% | 36%[activator] | -22%
> CCOCCCNc1nc2c(S(=O)(=O)c3ccc(CC)cc3)nnn2c2ccc(Cl)cc12
 : -5% | · | · | 6 | · | 7% | ·
> COc1ccc(-c2[nH]c(-c3ccc(OC)c(OC)c3)nc2SCC(=O)Nc2ccccc2)cc1
 : -18% | · | · | -1 | · | -14% | ·
> O=C1OC2(CN1CCOc1ccccc1)CN(C(=O)c1ccc(Oc3ccccc3)cc1)C2
 : -18% | ? | -7% | 18 | 6% | ? | ?
> CC(=O)N1CCN(C(=O)c2c[nH]c3ncccc23)CC1
 : -3%[87.6 µM] | 0%[172 µM] | 1%[88.5 µM] | 10 | -3%[172 µM] | 3%[87.6 µM] | -2%[138 µM]
> COc1ccc(OC)c(CNC(=O)c2cc3c(=O)oc4ccc(C)cc4c3s2)c1
 : -10% | · | · | 9 | · | -9% | ·
> O=C(c1ccccc1)N1CCc2sc(C(=O)N3CCN(c4ccc(F)cc4)CC3)cc2C1
 : ? | ? | -8% | 6 | -5% | -29% | ?
> O=C(NCc1cccnc1)c1cn2cc(-c3ccc(F)cc3)sc2n1
 : 3% | ? | ? | 3 | · | 26% | ?
> Cc1ccc(N2CCN(S(=O)(=O)c3cc(C(=O)Nc4cc(Cl)cc(Cl)c4)ccc3F)CC2C)cc1 (centres undefined)
 : 4% | · | · | -3 | · | -22% | ·
> COc1ccc(CN(C)Cc2ccc(-c3ccccc3)cc2)cc1
 : 14%[87.6 µM] | ? | -6%[88.5 µM] | 2 | 1%[172 µM] | -3%[87.6 µM] | ?
> O=C(O)CCC(=O)N1Cc2[nH]cnc2C[C@H]1c1nc(-c2ccc(Cl)cc2)no1
 : -2%[87.6 µM] | 4%[172 µM] | -2%[88.5 µM] | -1 | 71µM* | ? | i
> COC(=O)c1cc(NC(=O)Nc2ccc3snnc3c2)cc(C(=O)OC)c1
 : -5% | · | · | 38 | · | -27% | ·
> COc1ccc(Cc2noc(-c3ccc(N(C)Cc4nonc4C)nc3)n2)cc1
 : 1% | ? | -7% | -3 | -13% | 4% | ?
> COc1ccc(C2=NN(CC(=O)NCCCN(C)c3ccccc3)C(=O)CC2)cc1
 : -16% | · | · | 19 | · | 18% | ·
> CCNC(=O)[C@@H]1C[C@@H](O)CN1C1CCN(C(=O)c2cccc(OC)c2)CC1
 : 10% | -4% | i | 4 | -8% | -10% | -8%
> O=C(c1ccccc1OCC1CCCN(C2CCSCC2)C1)N1CCCCC1 (centres undefined)
 : 4% | -4% | i | -10 | 3% | 7% | 2%
> CCCCOc1ccccc1C1CC(=O)Nc2cc(C)c(C)cc21 (centres undefined)
 : ? | · | · | -28* | · | ? | ·
> COc1cccc(-c2cc(CC3(O)CCN(c4nnc(C)o4)CC3)on2)c1
 : 4% | -15% | -17% | 10 | -10% | 21% | -24%
> CN[C@@H]1[C@H](O[C@H]2[C@H](O[C@@H]3[C@@H](O)[C@H](O)[C@@H](N=C(N)N)[C@H](O)[C@H]3N=C(N)N)O[C@@H](C)[C@]2(O)CO)O[C@@H](CO)[C@H](O)[C@H]1O
 : 3% | · | -5% | -20 | · | · | ·
> Cc1noc(C)c1-c1cc2cc(CO)oc2c(NCc2ccc3c(c2)OCO3)n1
 : -15%[87.6 µM] | ? | ? | -12 | -1%[172 µM] | 79%[activator][87.6 µM] | ?
> Cc1cc(C(=O)N2C[C@@H](F)C[C@H]2C(=O)N2CCc3ccccc3C2)n(C)n1
 : 0% | -3% | -29% | 21 | 43% | -6% | 5%
> CC(C)c1nc(-c2ccc(OC3CCN(S(=O)(=O)Cc4ccccc4)C3)cc2)no1 (centres undefined)
 : -9% | ? | -9% | 9 | ? | 90%[activator] | ?
> CC(=O)N1CCN([C@H]2[C@@H]3OC[C@@H](O3)[C@@H](NC(=O)NC3CCCCC3)[C@@H]2O)CC1
 : 9%[87.6 µM] | -17%[172 µM] | i | -3 | 4%[172 µM] | 8%[87.6 µM] | -15%[174 µM]
> COC(=O)CNC(=O)c1cc(-c2cccc(OC)c2)nc2c1cnn2C
 : · | -17% | · | -1 | · | · | -37%
> CS(=O)(=O)N1CC2(CCN(CC3CCCCC3)C2)Cc2ccccc21 (centres undefined)
 : -12% | ? | i | -21 | · | -23% | -22%
> COc1ccc(C(=O)NCCc2ncc(C)n2Cc2ccc(F)cc2)cn1
 : -10% | ? | i | 14 | 3% | 3% | -27%
> COc1ccc(Nc2cc(-c3ccccc3OC)nc3c(C)noc23)cc1OC
 : -11%[87.6 µM] | ? | 4%[88.5 µM] | 4 | 6%[172 µM] | 30%[87.6 µM] | 20µM*
> O=C1CCCN1CCCN1C(=O)[C@@H]2C[C@@H](O)CN2C2(CN(Cc3ccc(Cl)cc3)C2)C1=O
 : 2% | i | i | -8 | 6% | 10% | i
> CCn1c(CO)nnc1C1CC(NC(=O)c2oc3cc(OC)ccc3c2C)C1 (centres undefined)
 : 7% | -2% | i[11.5 µM] | 94 | 4% | 5% | -20%
> Cc1cccc(-c2nc(CCNC(=O)Cc3ccc(F)cc3)cs2)c1
 : 25% | · | · | -3 | · | -13% | ·
> O=C(NC1CC1)c1ccccc1OC1CN(Cc2ccc(F)cc2)C1
 : -13% | ? | -7% | -13 | -6% | -7% | -20%
> COc1ccc(CC(=O)NCc2ccccc2-c2ccccc2C(=O)NCCc2cccnc2)cc1
 : -12% | · | 4% | 14 | · | · | ·
> COCCO[C@H]1C(=O)N(C2CCN(C(=O)c3ccnn3C)CC2)[C@H]1c1ccncc1
 : -5% | -21% | i | 9 | -25% | 37%[activator] | -11%
> CCN(CC)C(=O)c1sc2c(c1C)c(=O)n(-c1ccccc1)c(=O)n2CC(=O)N(CC)c1cccc(C)c1
 : 9% | · | · | -5 | · | 6% | ·

One compound at a time, as listed above.
Shown for COc1ccc(OC)c(CCNC(=O)c2c(C)nn(-c3ccc(F)cc3)c2-n2cccc2)c1 → SNCA viab count = -9%; HEK293 tox = ·; GPT2 inhibitor = ·; IP6K1 inhibitor = 5; Luciferase inh = ·; SNCA expr inhib = -41%; 3T3 cytotox = ·
Shown for O=C(C1CCCN(Cc2cccc(-c3cccs3)c2)C1)N1CCOCC1 (centres undefined) → SNCA viab count = 4%; HEK293 tox = ?; GPT2 inhibitor = i; IP6K1 inhibitor = -9; Luciferase inh = ·; SNCA expr inhib = 16%; 3T3 cytotox = -24%
